# Screening results (PubChem BioAssay)
# NCI-60 one-dose screen, 48 h, at 10 µM unless noted. Numbers give growth in % (100 = growth as untreated, 0 = no growth, -100 = all killed).
# RPMI-8226 – RPMI-8226 leukemia cells | actives 7.5% (n = 77,000)
# MOLT-4 – MOLT-4 leukemia cells; AID 1794779; actives 6.9% (n = 80,000)
# MDA-MB-468 – MDA-MB-468 breast cancer | actives 8.5% (n = 78,000) | AID 2202374
# MDA-MB-435 – MDA-MB-435 melanoma; actives 7.8% (n = 82,000)
# SR – SR leukemia cells. actives 8.7% (n = 73,000)
# MDA-MB-231 – MDA-MB-231 breast cancer. actives 5% (n = 81,000). AID 1794789
# K-562 – K-562 leukemia. actives 7.4% (n = 78,000)
# CCRF-CEM – CCRF-CEM leukemia; AID 1794778; actives 7% (n = 77,000)
# The depositor's hits bear a star; . = not tested or not shown; & = joins results of further samples. How the source made its calls: active means growth percent below 10; inactive means the rest.
no.	compound	RPMI-8226	MOLT-4	MDA-MB-468	MDA-MB-435
1	CC(C)CC(=O)c1c2c(c3oc(=O)cc(-c4ccccc4)c3c1O)C=CC(C)(C)O2	100	97	103	109
2	Cc1ccc(/C=N/NC(=O)CSc2nc3ccccc3c(=O)n2Cc2ccc(S(N)(=O)=O)cc2)cc1	95	87	81	46
3	O=C1Nc2c(ccc(Cl)c2Cl)/C1=C/c1ccc([N+](=O)[O-])cc1	90	96	103	93
4	CC(=O)O[C@H]1[C@H](CC#CC#CC[C@@H]2C[C@]3(C)[C@H]4CC=C5[C@H]6[C@@H](C)[C@H](C)CC[C@]6(C(=O)NCCCCN)CC[C@@]5(C)[C@]4(C)CC[C@H]3C(C)(C)[C@H]2OC(C)=O)C[C@]2(C)[C@H]3CC=C4[C@H]5[C@@H](C)[C@H](C)CC[C@]5(C(=O)NCCCCN)CC[C@@]4(C)[C@]3(C)CC[C@H]2C1(C)C	100	96	90	105
5	CCn1cc(C(=O)NN2C(=O)c3ccccc3C2=O)c(=O)c2ccc(C)nc21	106	105	104	102
6	CCN(CC)c1ccccc1-c1ccccc1	109	104	100	108
7	Cc1cc(=O)n2c(C(=O)N/N=C/c3ccncc3)nn(-c3ccc(S(N)(=O)=O)cc3)c2n1	98	109	107	103
8	O=[N+]([O-])c1ccc(Oc2ccccc2C2CCCCC2)c([N+](=O)[O-])c1	97	76	111	112
9	CC(C)(C)OC(=O)N1CCC[C@]2(C)[C@H]3C=CC4=C5C[C@](C)(CO)CC[C@]5(C)CC[C@@]4(C)[C@]3(C)CC[C@H]2C1(C)C	101	95	109	107
10	COc1cccc(NC(=S)NCc2cccnc2)c1	101	97	111	109
11	N#CC(CC(=O)OCc1ccccc1)NC(=O)OCc1ccccc1 (configuration not stated)	107	98	93	110
12	Nc1cc(=O)n(C(=O)CSc2ncnc3c2c(-c2ccccc2)cn3-c2ccc(Cl)cc2)[nH]1	113	99	91	108

no.	SR	MDA-MB-231	K-562	CCRF-CEM
1	98	90	103	94
2	49	90	63	88
3	70	94	90	2.9*
4	91	108	90	98
5	111	99	91	92
6	106	104	103	108
7	95	115	102	103
8	81	108	93	92
9	90	101	100	103
10	97	113	96	99
11	98	110	96	100
12	99	80	90	112

# Some of the entries so far, with two lines to a compound.
# Results follow in this order: RPMI-8226, MOLT-4, MDA-MB-468, MDA-MB-435, SR, MDA-MB-231, K-562, CCRF-CEM
12: Nc1cc(=O)n(C(=O)CSc2ncnc3c2c(-c2ccccc2)cn3-c2ccc(Cl)cc2)[nH]1
 : 113, 99, 91, 108, 99, 80, 90, 112
5: CCn1cc(C(=O)NN2C(=O)c3ccccc3C2=O)c(=O)c2ccc(C)nc21
 : 106, 105, 104, 102, 111, 99, 91, 92
9: CC(C)(C)OC(=O)N1CCC[C@]2(C)[C@H]3C=CC4=C5C[C@](C)(CO)CC[C@]5(C)CC[C@@]4(C)[C@]3(C)CC[C@H]2C1(C)C
 : 101, 95, 109, 107, 90, 101, 100, 103
7: Cc1cc(=O)n2c(C(=O)N/N=C/c3ccncc3)nn(-c3ccc(S(N)(=O)=O)cc3)c2n1
 : 98, 109, 107, 103, 95, 115, 102, 103

# 2 of these compounds in a different format.
No.	Structure	RPMI-8226	MOLT-4	MDA-MB-468	MDA-MB-435	SR	MDA-MB-231	K-562	CCRF-CEM
10	COc1cccc(NC(=S)NCc2cccnc2)c1	101	97	111	109	97	113	96	99
3	O=C1Nc2c(ccc(Cl)c2Cl)/C1=C/c1ccc([N+](=O)[O-])cc1	90	96	103	93	70	94	90	2.9*

# Further records follow.
no.	compound	RPMI-8226	MOLT-4	MDA-MB-468	MDA-MB-435
13	COc1ccc(-c2cc(-c3cc(OC)ccc3OC)nc(SCC(=O)c3ccc(Cl)cc3)c2C#N)cc1	111	.	87	92
14	O=C1CCC(Nc2ccc(O)cc2)N1 (configuration not stated)	97	95	116	100
15	O=C1N(Cl)C2(c3ccccc3)N(Cl)C(=O)N(Cl)C2(c2ccccc2)N1Cl (configuration not stated)	111	115	110	102
16	COc1cnc(NC(=O)c2ccc(Cl)cc2)s1	96	84	.	36
17	CC(=O)c1sc(-c2ccc(F)cc2)cc1N	96	85	100	101
18	COC(=O)[C@]12CC[C@@H](C)[C@H](C)[C@@H]1C1=CC[C@@H]3[C@@]4(C)C=C(O)C(=O)[C@@]5(C)COC(=C54)C[C@@]3(C)[C@]1(C)CC2	-56*	-72*	-58*	-61*
19	C=C(C)[C@@H]1CC[C@]2(C(=O)NC3CCCCC3)CC[C@]3(C)[C@H](CC[C@@H]4[C@@]5(C)CCCNC(C)(C)[C@@H]5CC[C@]43C)[C@@H]12	-33*	-2.1*	-85*	7.0*
20	COc1ccc(-c2cc(-c3ccc(Cl)cc3)c(C#N)c(=O)n2CCCCCC(=O)Nc2ccccc2N)cc1	.	35	53	.
21	COCOc1ccc2c(=O)c(C)c(C(=O)N[C@@H](Cc3ccccc3)C(O)C(=O)NCc3ccccc3)oc2c1 (some centres not stated)	101	101	99	102
22	Nc1nc(=O)n([C@H]2C[C@H](O)[C@@H](CO)O2)cc1C=O	110	92	107	110
23	OC1CCC2CN3CCc4c([nH]c5ccccc45)C3CC2C1 (configuration not stated)	99	104	92	104
24	Fc1ccc2[nH]cc(-c3nc(-c4c[nH]c5c(Cl)nccc45)cs3)c2c1	49	38	9.9*	60

no.	SR	MDA-MB-231	K-562	CCRF-CEM
13	71	91	102	107
14	108	111	97	97
15	113	95	115	.
16	36	103	58	69
17	99	90	.	90
18	-68*	-53*	-98*	-61*
19	-22*	53	-8.4*	.
20	-1.6*	56	15	32
21	76	100	91	105
22	107	85	97	58
23	123	90	111	92
24	13	14	12	28

# Entries of single compounds from above. Order of values: RPMI-8226	MOLT-4	MDA-MB-468	MDA-MB-435	SR	MDA-MB-231	K-562	CCRF-CEM
# Shown for COc1ccc(-c2cc(-c3ccc(Cl)cc3)c(C#N)c(=O)n2CCCCCC(=O)Nc2ccccc2N)cc1 → .	35	53	.	-1.6*	56	15	32
# Shown for Nc1nc(=O)n([C@H]2C[C@H](O)[C@@H](CO)O2)cc1C=O → 110	92	107	110	107	85	97	58

# (listing goes on)
no.	compound	RPMI-8226	MOLT-4	MDA-MB-468	MDA-MB-435
25	CC(/C=C1\SC(=S)N(CC(=O)NC(Cc2ccccc2)C(=O)O)C1=O)=C\c1ccccc1 (configuration not stated)	105	102	102	104
26	CN1CCN(c2ccc(Nc3nc(NCCNC(=O)C4CCCCC4)c4sccc4n3)cc2)CC1	61	.	75	82
27	Clc1ccc2n[nH]nc2c1	99	98	86	106
28	COC1/C=C\OC2(C)Oc3c(C)c(O)c4c(O)c(c(CN(C)CCO)c(O)c4c3C2=O)NC(=O)/C(C)=C\C=C/C(C)C(O)C(C)C(O)C(C)C(OC(C)=O)C1C (configuration not stated)	86	112	.	111
29	Cc1nc2sc(C(=O)Nc3cccc(Cl)c3)c(N)c2cc1C(O)c1ccccc1 (configuration not stated)	11	15	15	5.2*
30	CN(C)S(=O)(=O)n1cnc(C(CCO)c2ncn(S(=O)(=O)N(C)C)c2CCCO)c1 (configuration not stated)	99	104	90	101
31	CCN(CC)CCCNc1nc(C)cc(Nc2ccc3nc(C)cc(N)c3c2)n1	102	112	117	103
32	O=c1cc(-c2ccccc2)oc2cc(OCCCNCc3ccccc3)cc(O)c12	-27*	-13*	-59*	-44*
33	COc1ccc(-n2cc(COc3ccc4c5ccnc(C)c5n(CC(C)C)c4c3)nn2)cc1	28	24	35	87
34	CCOC(=O)c1ccc(Nc2ncnc3c2c(C)nn3C)cc1	89	96	107	101
35	O=S(=O)(Nc1ccc2ccccc2n1)c1cc(Cl)ccc1Cl	116	109	109	112
36	Cc1ccc(C)c(S(=O)(=O)NC2c3ccccc3Oc3ccccc32)c1	98	89	85	107

no.	SR	MDA-MB-231	K-562	CCRF-CEM
25	106	107	115	109
26	.	96	.	71
27	94	97	92	90
28	91	108	92	98
29	8.1*	22	6.9*	17
30	.	113	116	110
31	110	103	106	99
32	-25*	-43*	-20*	10
33	23	73	27	73
34	73	101	88	83
35	96	104	111	110
36	63	95	90	74

# Carrying on.
no.	compound	RPMI-8226	MOLT-4	MDA-MB-468	MDA-MB-435
37	c1ccc(Cn2c(SCCc3c[nH]c4ccccc34)nnc2-c2ccncc2)cc1	104	100	108	110
38	CC(C)C1C(=O)OC1C(=O)N[C@H](C(=O)N[C@H](C(=O)O)C(C)C)C(C)C (some centres not stated)	98	107	101	105
39	CCC1=C(c2ccc(OC)cc2)C(C)Oc2cc(OC(C)=O)ccc21 (configuration not stated)	76	77	-14*	41
40	CCOC(=O)/C(CC)=N\O	98	93	103	111
41	Cc1cc2nc(CC(=O)c3ccc4ccccc4c3)c(=O)[nH]c2cc1C	96	93	90	102
42	CN(C)S(=O)(=O)c1cccc(C(=O)Nc2sc3c(c2C(N)=O)CCC3)c1	.	104	.	103
43	O=C(O)C(=Cc1ccc(-c2ccccc2)cc1)C(=O)O	105	112	102	103
44	CC(C)CC(=O)Oc1ccccc1NCCCc1ccccc1	.	89	102	96
45	O=C(CCl)Nc1ccc([N+](=O)[O-])cc1[N+](=O)[O-]	83	78	91	97
46	COc1cc(Cn2cc3c(c2)-c2oncc2CC3)cc(OC)c1OC	23	18	-17*	-30*
47	Cc1nc2scc(-c3ccc(Cl)cc3)n2c(=O)c1CCNc1ccc(S(=O)(=O)N=C(N)N)cc1	91	86	114	102
48	O=S(=O)(Nc1ccccc1)c1ccc(C2CC3(Cl)C(Cl)=C(Cl)C2(Cl)C3(Cl)Cl)cc1 (configuration not stated)	14	30	62	24

no.	SR	MDA-MB-231	K-562	CCRF-CEM
37	102	101	101	101
38	89	103	105	93
39	53	90	50	64
40	88	106	92	95
41	.	.	89	79
42	88	111	95	93
43	108	110	107	108
44	99	.	96	.
45	80	112	86	87
46	11	29	12	17
47	92	79	96	101
48	19	59	27	48

# Next part:
no.	compound	RPMI-8226	MOLT-4	MDA-MB-468	MDA-MB-435
49	CC(C)(C)OC(=O)c1ccc(NCc2cc(O)ccc2O)cc1	1.7*	5.0*	-18*	20
50	COC(=O)c1[nH]nc2c1C1(C(=O)c3cccc4cccc1c34)C(C#N)=C(N)O2 (configuration not stated)	104	111	86	106
51	Cc1cc2c(=O)cc(-c3ccccc3)oc2c(C(=O)O)c1C	103	99	105	105
52	Cc1cccc(N=NC(C#N)C#N)c1	95	105	107	107
53	O=C(CCCCCCN1CC(=O)N2[C@@H](C3CCCCC3)c3[nH]c4ccccc4c3C[C@H]2C1=O)NO	40	10	64	61
54	CCN(CC)CCNC(=O)c1cc(Cl)c(N)c(C(C#N)=C(C#N)C#N)c1OC	103	106	.	105
55	CC(=O)c1cn(C(C)=O)c2ccccc12	103&104	104&93	109&107	106&108
56	CNC(=O)C(C(=O)OC)c1ccccc1 (configuration not stated)	94	96	96	105
57	CCOc1ccc(Nc2nnc(C(=O)c3c[nH]c4ccccc34)o2)cc1	90	100	92	104
58	NC(=O)c1c(N)sc2c1CCCC2	100	95	101	104
59	C/C(Cc1ccc(Cl)cc1)=C(/c1ccc(Cl)cc1)c1ccc(OCCCN(C)C)cc1	94	89	90	98
60	COc1cc(C2Nc3ccccc3-n3cccc32)cc(OC)c1OC (configuration not stated)	69	.	82	.

no.	SR	MDA-MB-231	K-562	CCRF-CEM
49	3.5*	-38*	3.2*	-1.6*
50	115	91	91	106
51	.	111	92	.
52	95	101	.	95
53	12	83	31	26
54	104	109	79	101
55	98	102&97	103&95	104&95
56	87	101	107	89
57	92	75	104	95
58	87	113	94	.
59	58	107	63	94
60	.	86	85	90

# Carrying on:
no.	compound	RPMI-8226	MOLT-4	MDA-MB-468	MDA-MB-435
61	Nc1ncnc2sc(-c3ccc(Cl)nc3)c(-c3ccccc3)c12	79	74	91	98
62	COc1ccc2oc3c(C)c4c(c(C)c3c2c1)C(=O)N(CCN1CCCCC1)C4=O	97	90	101	99
63	Cc1nn(-c2ccccc2)c2[nH]c(-c3ccc(Cl)cc3)c(C3C(=O)N(Cc4ccccc4)c4ccc(Cl)cc43)c12 (configuration not stated)	101	94	99	94
64	O=C(O)COc1cccc(C(=O)/C=C/c2ccc(Cl)cc2)c1	97	113	102	99
65	Oc1c(C(Nc2ccccc2Br)c2ccccc2)ccc2cccnc12 (configuration not stated)	46	4.9*	-4.0*	36
66	CC12CCC(=O)N1CCc1cncn12 (configuration not stated)	101	98	102	104
67	O=S(=O)(O)c1ccc(O)c(C2CCCCC2)c1	105	100	103	102

no.	SR	MDA-MB-231	K-562	CCRF-CEM
61	.	92	86	87
62	66	81	86	88
63	81	109	90	90
64	89	106	102	95
65	1.9*	38	11	17
66	101	108	102	102
67	98	112	123	110

# Gathered by group, the compounds so far with a nitro group on carbon (three)
no.	compound	RPMI-8226	MOLT-4	MDA-MB-468	MDA-MB-435
3	O=C1Nc2c(ccc(Cl)c2Cl)/C1=C/c1ccc([N+](=O)[O-])cc1	90	96	103	93
8	O=[N+]([O-])c1ccc(Oc2ccccc2C2CCCCC2)c([N+](=O)[O-])c1	97	76	111	112
45	O=C(CCl)Nc1ccc([N+](=O)[O-])cc1[N+](=O)[O-]	83	78	91	97

no.	SR	MDA-MB-231	K-562	CCRF-CEM
3	70	94	90	2.9*
8	81	108	93	92
45	80	112	86	87

# Rows were taken by chance. Share with any hit: about 16%.
